# Assay outcomes deposited in PubChem BioAssay by several laboratories.
# Cl transport mod: KCC2 cotransporter modulators, thallium flux, primary screen, cell-based, HEK293 KCC2, FluoZin-2 fluorescence, MLSMR. Solute carrier family 12 member 5 (Homo sapiens), Q9H2X9. KCC2 cells, thallium flux FluoZin-2 fluorescence. B-score of Tl+ flux slope (higher = more flux/activation; lower = inhibition) at 10 µM. 190,000 tested, 2.2% active;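 active = thallium flux slope and its plate-corrected score both differing from the plate sample mean at a set confidence after two filtering rounds, in either direction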;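 also: slope of fluorescence scaled to starting intensity during 10 to 20 s after thallium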
# Furin inh: human furin inhibitors, primary screen, biochemical, fluorescence intensity; AID 463115, 2010; inhibition, % at 30 µM; purified furin, fluorogenic substrate cleavage; P09958; 220,000 tested, 0.061% active; in the data active = inhibition above about 25%; also: inactives centre near -15
# hK5 inh: human KLK5 protease inhibitors, primary screen, biochemical, 1536-well | Kallikrein-5 (Homo sapiens), Q9Y337 | inhibition, % at 5 µM | recombinant hK5, fluorogenic AMC substrate cleavage | 210,000 tested, 0.59% active | AID 873, 2007;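 active = inhibition of 40% or more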;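 also: 0% = enzyme controls without compound and 100% = no-enzyme blanks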
# Target sequence (Q9Y337 67-293 limits assumed): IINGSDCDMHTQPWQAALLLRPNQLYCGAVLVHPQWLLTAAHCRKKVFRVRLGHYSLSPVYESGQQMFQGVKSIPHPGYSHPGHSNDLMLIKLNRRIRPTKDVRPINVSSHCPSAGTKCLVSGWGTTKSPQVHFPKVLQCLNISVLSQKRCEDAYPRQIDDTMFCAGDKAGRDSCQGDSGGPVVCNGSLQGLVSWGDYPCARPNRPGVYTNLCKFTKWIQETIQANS
# eIF4E 4G PPI: eIF4E–eIF4G protein interaction inhibitors, primary screen, biochemical, uHTS, TR-FRET, eIF4GI fragment. AID 782, 2007. TR-FRET eIF4E-eIF4GI(517-606) binding, 2 h. inhibition, % at 21.7 µM. 220,000 tested, 0.37% active. Eukaryotic translation initiation factor 4E (Mus musculus) + Eukaryotic translation …;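 also: 0% = full FRET control wells and 100% = background wells lacking eIF4GI fragment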
# NCF1 inh: p47phox/p22phox peptide binding inhibitors, primary screen, biochemical, uHTS, NADPH oxidase regulatory subunit. Neutrophil cytosol factor 1 (Homo sapiens), P14598. fluorescence polarization, 2 h. inhibition, % at 24.7 µM. 220,000 tested, 0.53% active. AID 1274, 2008;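 also: 0% = p47phox with labelled peptide and 100% = labelled peptide alone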
# Target sequence (P14598 whole entry, looked up): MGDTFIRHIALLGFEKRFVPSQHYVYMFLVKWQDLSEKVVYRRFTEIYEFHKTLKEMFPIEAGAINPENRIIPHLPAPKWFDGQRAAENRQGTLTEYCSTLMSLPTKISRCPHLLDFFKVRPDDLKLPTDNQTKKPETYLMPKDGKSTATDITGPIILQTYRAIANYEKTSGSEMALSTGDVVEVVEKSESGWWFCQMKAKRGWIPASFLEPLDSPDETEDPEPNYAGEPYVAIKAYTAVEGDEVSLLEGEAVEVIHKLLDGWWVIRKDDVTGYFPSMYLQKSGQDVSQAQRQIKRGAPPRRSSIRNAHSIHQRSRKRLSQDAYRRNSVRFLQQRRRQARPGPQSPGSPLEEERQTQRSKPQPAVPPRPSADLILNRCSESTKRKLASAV
# Rad51 HR inh: human RAD51 strand exchange inhibitors, primary screen, biochemical, fluorescence | DNA repair protein RAD51 homolog 1 (Homo sapiens), Q06609 | hRad51 DNA strand exchange, fluorescence dequenching | inhibition, % at 10 µM | 200,000 tested, 0.085% active | AID 1385, 2008;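 active = inhibition above 40% at the single screening dose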;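 also: 0% = DMSO control wells and 100% = blanks with heterologous ssDNA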
#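 Material: Human Rad51 nucleoprotein filaments preassembled on unlabelled ssDNA | Also added: Labelled 47-mer dsDNA for strand exchange | Dosing: Single dose, 10 µM final compound | Schedule: 30-min compound preincubation and 15-min exchange, both room temperature | Technique: Fluorescence dequenching at 485/520 nm | Measure: Percent inhibition relative to plate controls and blanks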
# thrombin 1536: human alpha-thrombin inhibitors, primary screen, counter-screen for coagulation protease inhibitor project, biochemical, 1536-well, fluorogenic AMC substrate; 220,000 tested, 0.26% active; inhibition, % at 5 µM; Boc-VPR-AMC fluorogenic substrate cleavage; Prothrombin (Homo sapiens), P00734;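 active = inhibition at or above 40%; inactive = inhibition below 40%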;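 also: 0% = enzyme with no compound and 100% = wells without enzyme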
#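 Assay system: human alpha-thrombin enzyme. Reagent: Boc-VPR-AMC substrate, 15 µM final. Compound dosing: one concentration per compound, 5 µM, with 0.2% DMSO. Incubation: room-temperature reaction. Technique: AMC fluorescence, 355/460 nm. Measure: % inhibition relative to enzyme controls and enzyme-free blanks.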
# 14-3-3 Bad inh: inhibitors of 14-3-3 zeta/Bad binding, primary screen, biochemical, TR-FRET, bovine 14-3-3 zeta. inhibition, % at 21.7 µM. TR-FRET 14-3-3zeta/Dy647-pBad peptide displacement, 1 h. 220,000 tested, 0.71% active;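 active = inhibition above about 70%, limit read from the data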;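 also: 0% = full 14-3-3 plus peptide FRET controls and 100% = background without 14-3-3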
# Target sequence (P63103 whole entry, looked up): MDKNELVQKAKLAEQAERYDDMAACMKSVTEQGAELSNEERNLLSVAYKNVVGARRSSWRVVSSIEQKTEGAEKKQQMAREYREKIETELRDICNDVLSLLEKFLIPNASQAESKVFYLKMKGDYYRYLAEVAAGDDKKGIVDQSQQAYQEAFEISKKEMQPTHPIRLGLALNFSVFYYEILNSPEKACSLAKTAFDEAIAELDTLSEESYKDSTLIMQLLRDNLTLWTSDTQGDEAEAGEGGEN
# EBV gp42 block: Epstein-Barr virus gp42 inhibitors, primary screen, biochemical, uHTS, fluorescence polarization | Glycoprotein 42 (Epstein-Barr virus (strain AG876)), Q1HVG2 | Fluorescence polarization binding assay, mP read-out | inhibition, % (tested at 21.74 µM) | 220,000 tested, 0.42% active; in the data active = inhibition above about 50%
# Active calls of the source: *; x = not tested or not shown; [ ] = dose if it differs, or a comment.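 The calls were made as follows, unless noted: active = inhibition above about 30% (limit read from the data); inactive = the rest.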 Outcome played no part in choosing rows (roughly 4.7% active in at least one column).
structure	eIF4E 4G PPI	hK5 inh	Furin inh	thrombin 1536	14-3-3 Bad inh	Cl transport mod	Rad51 HR inh	NCF1 inh	EBV gp42 block
CC1(c2ccccc2)CC(C)(C)N2C(=O)C3(C(C#N)=C(N)Oc4cc(O)ccc43)c3cccc1c32 (stereo unspecified)	3.3	-11.6	-20.7[20 µM]	1.9	-3.5	x	1.1	-24.4	4.3
Clc1ccc(Sc2ccc(/C=N/n3cnnc3)o2)cc1	0.8[fluorescence artefact?]	2.5	-7.5[20 µM]	2.0	0.1	-0.903	5.0	-7.4	-24.8
CCOC(=O)CNC(=O)C(Cc1ccccc1)NS(=O)(=O)c1cccs1 (stereo unspecified)	1.1	0.7	-14.7	-5.7	-5.1	x	-1.0	-0.8	8.3
Cc1cc(C)nc(N2C(=O)CC(C(C)c3ccccc3)C2=O)n1 (stereo unspecified)	-2.3[fluorescence artefact?]	-14.8	-17.3[20 µM]	-2.3	-9.9[fluorescence artefact?]	0.645	5.9	-9.9	-7.7
COc1ccc(N(C(=O)CNS(=O)(=O)c2ccccc2)C(C(=O)NCc2ccco2)C(C)C)cc1 (stereo unspecified)	-2.5	-0.3	-19.6	-5.7	-2.0	-0.56	2.3	0.4	11.8
Cc1ccccc1NC(=O)Cn1c(=O)sc2ccccc21	0.0	0.6	-14.5	-7.0	-4.2	x	7.7	3.7	-16.5
On1c(-c2ccccc2)nc2ccccc21	-7.7	0.7	-10.4	-5.3	2.7	0.427	8.5	9.3	-2.2
CCCc1nnc(NC(=S)Nc2ccccc2)s1	-2.1	-2.4	-33.2	-20.9	-4.0	1.62	-1.7	-1.9	-12.0
CN1C[C@@H]2C(c3ccccc3)C3(c4cccnc4)CC2(C3)[C@H]1c1ccccc1 (stereo partly specified)	-3.0	-2.1	-32.9	-2.5	-2.6	-0.00884	2.4	-19.0	-26.1
CCN1C(=O)/C(=C2\SC(N3CCCCC3)=NC2=O)c2ccccc21	-2.1[fluorescence artefact?]	6.0	-1.1	1.5	-4.4[fluorescence artefact?]	0.239	-5.3	-18.5	-13.4
Cc1cc(C)c(C#N)c(SCc2ccc([N+](=O)[O-])cc2)n1	0.8	23.0	-7.2	10.1	7.8	0.00484	-4.8	-3.5	-5.2
Cc1ccc2c(c1)nnn2C1CCN(CC(=O)Nc2ccc3c(c2)OCCO3)CC1	1.1	4.4	-25.7	2.8	-2.0	x	-9.9	-6.5	-8.3
COc1cc(SC)ccc1C(=O)NCC1CCCO1 (stereo unspecified)	-1.3	2.9	-2.3[20 µM]	-1.1	-12.8	1.75	1.2	4.3	-15.4
CCOC(=O)CNC(=S)n1cnc(N)n1	1.3	8.6	-2.8	-6.7	-1.8	0.398	-4.7	-11.5	-25.0
Cc1ccc(N=Cc2c(O)[nH]c3ccccc23)c([N+](=O)[O-])c1	-0.7	-2.3	-15.2	-4.7	51.3	0.23	-3.4	-17.4	7.5
Cc1cccc(C)c1NC(=O)c1ccc(-n2cnnn2)cc1	5.6	-2.7	-12.6	-4.9	13.2	0.0962	2.4	-7.0	-33.5
O=C(/C=C/Nc1ccc(Br)cc1F)c1ccco1	1.6	1.0	-5.2	-0.6	-6.5	0.786	13.7	-19.7	-0.1
CC/C=C/C(=O)N1CC2(CC(c3cccc(NC(=O)CC(c4ccccc4)c4ccccc4)c3)=NO2)C[C@@H]1C(N)=O (stereo partly specified)	-0.2	0.9	-17.7	-1.5	-4.9	-0.00318	2.4	-14.5	-12.8
O=[N+]([O-])c1cc(Cc2ccccc2)cc(C=Nc2ccc(N3CCOCC3)cc2)c1O	6.6[fluorescence artefact?]	-26.5	-16.4	-1.8	6.0	-2.09	x	5.4	0.6
Cn1nc(-c2ccccc2)c(COC(=O)c2cccc(Cl)c2)c1S(=O)(=O)c1ccccc1	x	9.5	-22.5[20 µM]	3.0	x	0.12	-1.4	-9.7	-2.4
Cn1cnnc1SCc1ccc(-c2ccc(Br)cc2)o1	9.8	31.5	-21.3	-3.9	2.4	-0.11	-7.5	-18.5	1.1
C=CCn1c(CSc2nc3ccccc3s2)nnc1SCC(=O)NCc1cccnc1	1.1	-7.7	-14.0[20 µM]	2.4	-11.8[fluorescence artefact?]	x	-2.8	-15.2	-11.5
CCS(=O)(=O)N1CCC(c2nc(-c3ccc(C(F)(F)F)cc3)no2)CC1	7.9	-17.2	4.3	0.6	-4.3	-0.155	-1.1	-15.9	-6.0
CC(C)N(Cc1cn[nH]c1-c1ccc(-c2ccccc2)cc1)Cc1nccn1C	-0.5	-3.5	-9.9	-13.0	-15.7	-0.0209	11.3	-7.0	6.6
CC1CCCCN1C(=O)C1CC(c2ccc(F)cc2)=NO1 (stereo unspecified)	1.4	-9.7	-33.0	9.0	8.2	-1.61	-6.7	-8.6	-7.3
CCOC(=O)c1c(/N=C/C2C(=O)CC(C)(C)CC2=O)sc(C)c1C	1.6	-9.9	-10.5	-4.6	0.5	0.976	-7.6	-1.1	-14.9
O=C(N/N=C\c1cc(Br)c(Br)o1)c1cncc(Br)c1	-4.4	0.0	-24.8	-5.3	8.2[fluorescence artefact?]	16.3*	4.1	2.5	-7.6
Cc1ccccc1C(=O)NC1CCN(Cc2nnnn2CCc2ccccc2)CC1	-2.1	21.7	-14.9[20 µM]	-4.9	5.2	x	2.1	0.4	13.1
CS(=O)(=O)c1[nH]nc(-c2cccc(Cl)c2)c1C#N	-5.2	4.9	-5.7	3.5	6.5	-1.31	-15.5	0.5	-14.0
CCOc1ccc(-c2[nH]nc3c2C(c2ccc(O)cc2)C(C#N)=C(N)O3)cc1 (stereo unspecified)	-6.8	-16.7	-15.2	-5.6	-10.3	x	1.6	-3.0	-7.3
COC(=O)c1cn(-c2ccccc2)nc1-c1ccccc1	-1.8	-5.2	-4.7[20 µM]	1.4	10.0	x	x	-4.4	-18.7
CC1(C)CC(NC(=O)c2ccc3c(c2)OCO3)CC(C)(C)N1	1.6	1.2	-5.4[20 µM]	3.5	-19.1	0.307	-1.9	-6.3	-7.9
COc1ccc(C/C(N)=N/n2cnnc2)cc1	3.8	4.3	-13.4	3.8	-8.2	0.811	0.7	4.0	-12.2
Cc1cccc(OCC(=O)N2CCN(C(=O)c3ccc([N+](=O)[O-])cc3)CC2)c1	2.5	11.2	-15.2	3.8	-4.1	x	-3.1	-3.6	-4.2
O=C(NCc1cccnc1)c1ccc(Cl)c(S(=O)(=O)Nc2ccccc2C(=O)NCc2cccnc2)c1	-2.6	-1.0	-11.0	-7.3	-14.3	0.259	-30.0	2.6	-13.8
O=C(COc1ccc2c(C(F)(F)F)cc(=O)oc2c1)Nc1ccc(N2CCOCC2)cc1	1.1	-6.9	-14.8	-8.8	0.8[fluorescence artefact?]	0.258	11.5	9.8	-1.7
COc1ccccc1Oc1coc2cc(O)ccc2c1=O	x	-21.9	-12.5	-6.3	x	x	7.8	-40.6	6.0
COc1ccc(C2=NN(C(C#N)c3ccc(OC)c(OC)c3)C(c3ccccc3)C2)cc1 (stereo unspecified)	-7.7	-16.7	-10.4[20 µM]	-2.2	-2.4	0.307	-4.2	-22.1	-31.1
CCOC(=O)Cc1csc(NC(=O)COc2c(C)cccc2C)n1	4.0	-2.7	-17.3	-4.1	-11.6	x	0.3	2.0	-2.0
O=c1c(Cc2c(F)cccc2Cl)c(O)ccn1Cc1ccc2c(c1)OCO2	1.1	-9.3	-21.7	2.4	-21.6	-0.359	-24.1	-11.1	-7.8
CCCc1cc(=O)[nH]c(SCC(=O)c2cc(C)n(-c3c(C)n(C)n(-c4ccccc4)c3=O)c2C)n1	1.4	-2.8	-25.5	-3.8	-10.7	-0.702	0.1	-1.4	-2.7
COCCNC(=S)N(CCc1c(C)[nH]c2ccccc12)Cc1ccco1	0.9	0.5	-0.2	x	-14.9	0.102	-2.4	-2.1	3.9
CN(CC(=O)Nc1ccncc1)S(=O)(=O)c1ccccc1	x	5.6	-16.1[20 µM]	-3.1	x	2.68	-0.3	9.4	-8.8
CCn1c(COc2cccc3ccccc23)nnc1SCC(=O)OC1CCCCC1	-4.4	5.7	-28.0[20 µM]	-3.5	1.3	x	-0.6	-5.0	-8.0
C=CCN1CCN(C(c2cccc(OC)c2OC)c2nnnn2CCC(C)C)CC1 (stereo unspecified)	-3.7	-14.4	-17.0	0.3	41.6	0.111	1.9	-3.5	-0.7
CCOC(=O)c1ccc(CN(Cc2ccc(C)cc2)S(=O)(=O)c2cccc([N+](=O)[O-])c2)cc1	7.3	-3.1	-15.8	1.1	0.3	-0.0381	x	-3.9	-3.4
COCCn1c(SCC(=O)N2CCCc3ccccc32)nnc1-c1ccoc1C	1.6	-7.8	-8.4[20 µM]	-1.4	0.6	x	-3.1	-7.5	-2.2
CCOc1cccc2cc(C(=O)N3CCc4ccccc4C3)c(=O)oc12	-2.5[fluorescence artefact?]	-19.3	-17.4[20 µM]	3.8	-2.7[fluorescence artefact?]	-1.24	0.1	1.3	-6.8
Cc1cc(NC(=O)c2ccc([N+](=O)[O-])o2)ccc1NC(=O)c1ccco1	9.1	2.9	0.4	17.7	6.2	-1.42	-5.7	2.8	10.7
O=C(c1ccccc1)c1ccc(-c2ccc(O)cc2)cc1	6.5	-1.3	-13.6	-5.4	0.0	x	8.0	-15.1	-1.2
CCc1nc2oc3cc(OC)ccc3c(=O)c2c(=O)n1Cc1ccco1	2.2	5.6	-15.9	4.3	2.8	0.217	0.4	-6.5	1.5
COc1cc(OC)cc(C(=O)N[C@H](C(=O)NCc2ccco2)C(C)C)c1	0.0	4.4	-17.9	1.9	1.0	-0.0364	-28.5	-14.0	-1.9
O=S(=O)(c1cccc2nsnc12)N1CCOCC1	4.6	-16.1	-1.0	1.3	0.9	0.121	-0.9	-17.0	-17.0
CC(=O)Nc1ccc(NC(=O)c2ccccc2CCc2ccccc2)cc1	1.7	0.3	-17.1	-4.5	2.3	-2.05	-3.4	0.0	6.1

# Part of the list above, field by field.
Cc1ccccc1C(=O)NC1CCN(Cc2nnnn2CCc2ccccc2)CC1
  eIF4E 4G PPI: -2.1; hK5 inh: 21.7; Furin inh: -14.9[20 µM]; thrombin 1536: -4.9; 14-3-3 Bad inh: 5.2; Cl transport mod: x; Rad51 HR inh: 2.1; NCF1 inh: 0.4; EBV gp42 block: 13.1

CS(=O)(=O)c1[nH]nc(-c2cccc(Cl)c2)c1C#N
  eIF4E 4G PPI: -5.2; hK5 inh: 4.9; Furin inh: -5.7; thrombin 1536: 3.5; 14-3-3 Bad inh: 6.5; Cl transport mod: -1.31; Rad51 HR inh: -15.5; NCF1 inh: 0.5; EBV gp42 block: -14.0
